Source: PubChem
PTAP-TSG101 blk = inhibitors of HIV-1 PTAP binding to human TSG101, validation | Q99816 | Fluorescence polarization, FITC-PTAP peptide/Tsg101, 20 min | Potency, µM (series often up to 115 µM), inactives show at the highest dose activity change, negative = inhibition, actives largely listed as inhibitors | 44,000 tested, under 10 active; note: potency is the fitted concentration of half-maximal effect; 0% is about no effect
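Fluorescence polarization binding of Tsg101 binding domain (10 uM final) to FITC-labeled PTAP-motif peptide (50 nM final) in HEPES pH 7.5/NaCl/Tween 20/EDTA/TCEP buffer; 20 min at r.t. Actives by curve class, <25 µM, efficacy <60% inhibition.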
FH mod = Identification of activators of human fumarate hydratase by quantitative high-throughput screening. Fumarate hydratase, mitochondrial (Homo sapiens), P07954. FH coupled MDH/diaphorase resazurin fluorescence, 15 min. Potency, µM (doses to about 79.9 µM), inactives show at the top dose activity change, negative = inhibition, most hits filed as inhibitors. 54,000 tested, 0.22% active. AID 1347055, 2019; note: potency is the fitted concentration of half-maximal effect; % is set by controls: 0 for no effect and ±100 for the full control effect; the screen sought activators but most active calls are inhibition curves; nearly all actives have a fitted effect of over 45% in size
Target sequence (P07954 whole entry, looked up): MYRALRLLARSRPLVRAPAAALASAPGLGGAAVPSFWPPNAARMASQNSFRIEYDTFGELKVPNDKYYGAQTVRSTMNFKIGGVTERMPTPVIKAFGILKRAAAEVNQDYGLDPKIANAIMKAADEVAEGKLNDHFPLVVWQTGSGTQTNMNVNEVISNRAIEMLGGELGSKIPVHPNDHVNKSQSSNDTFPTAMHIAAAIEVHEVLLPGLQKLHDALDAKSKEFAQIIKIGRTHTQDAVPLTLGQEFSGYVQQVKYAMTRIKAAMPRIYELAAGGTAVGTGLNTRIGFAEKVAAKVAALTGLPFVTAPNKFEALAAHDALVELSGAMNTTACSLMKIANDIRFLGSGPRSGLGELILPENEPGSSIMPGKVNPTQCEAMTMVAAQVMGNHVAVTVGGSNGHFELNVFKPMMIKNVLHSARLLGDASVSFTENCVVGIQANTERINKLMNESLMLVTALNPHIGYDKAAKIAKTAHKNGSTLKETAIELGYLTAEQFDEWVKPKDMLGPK
p53null 32C kill = p53 null cell cytotoxicity, permissive temperature; 55,000 tested, 0.62% active; H1299-neo p53 null cells, ATP luminescence, 24 h, 32C; AID 903; Potency, µM (series often up to 46.1 µM), inactives show at the top dose activity change, negative = cytotoxicity, usual class: cytotoxic;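 note: potency is the fitted concentration of half-maximal effect; 0% = DMSO only and -100% = full killing by 100 µM tamoxifen; nearly all actives have a fitted effect of over 55% in size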
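Luminescent ATP readout gave cell viability of p53-null H1299-neo cells after a 24 h compound exposure at the permissive 32C. Titrations ran up to 46 uM, and AC50s were fitted with the standard Hill equation.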
GALK inhibitor = inhibits human galactokinase; P51570; recombinant GALK, Kinase-Glo ATP luminescence, 1 h; Potency, µM (series often up to 57.5 µM), for inactives: top-dose activity, negative = inhibition, actives largely listed as inhibitors; 44,000 tested, under 10 active; AID 1347072;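 note: plate controls were full GALK reaction for no effect and reaction lacking GALK for full effect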
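Compounds were pinned into ATP buffer, then GALK-galactose mix was added (final 5 nM enzyme, 35 uM ATP, 100 uM galactose, pH 8.0). After 1 h at room temperature, Kinase-Glo Plus was added and luminescence read.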
B2AR arrestin ag = beta-arrestin recruitment by human beta2-adrenergic receptor ligands; HTLA Tango cells, beta-arrestin recruitment, luciferase luminescence, 18 h; Potency, µM (top dose mostly 46.1 µM), without a hit: at the highest dose activation, actives largely listed as activators; 44,000 tested, under 10 active; AID 1347077;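 note: potency is the fitted concentration of half-maximal effect; 0% = DMSO and full agonism = EC100 isoproterenol or metaproterenol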
Target sequence (P07550 whole entry, looked up): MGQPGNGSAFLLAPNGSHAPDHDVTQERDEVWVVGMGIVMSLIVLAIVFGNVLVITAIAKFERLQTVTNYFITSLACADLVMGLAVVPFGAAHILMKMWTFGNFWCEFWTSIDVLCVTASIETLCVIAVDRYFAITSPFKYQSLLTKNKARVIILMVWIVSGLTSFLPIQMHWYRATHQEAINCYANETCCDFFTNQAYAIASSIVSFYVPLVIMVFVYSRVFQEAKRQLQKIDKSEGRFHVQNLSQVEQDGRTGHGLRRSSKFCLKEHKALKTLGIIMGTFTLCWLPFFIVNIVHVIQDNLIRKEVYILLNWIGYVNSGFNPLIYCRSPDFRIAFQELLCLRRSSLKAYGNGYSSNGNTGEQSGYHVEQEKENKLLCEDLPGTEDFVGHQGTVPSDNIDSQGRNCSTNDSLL
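Ligand-induced beta-arrestin recruitment to recombinant beta2-AR is measured via a tTA-driven luciferase reporter in Tango cells after 18 hr compound exposure at 37 degrees C. Concentrations span up to 46 microM.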
p53null 39C kill = p53 null cell cytotoxicity, nonpermissive temperature. H1299 p53-null (neo) cells, 39C, ATPlite viability, 24 h. AID 904. 55,000 tested, 0.97% active. Potency, µM (highest dose often 46.1 µM), inactives show at the highest dose activity, negative = cell killing, actives largely listed as cytotoxic;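 note: potency is the fitted concentration of half-maximal effect; 0% = DMSO only and -100% = full killing by 100 µM tamoxifen; nearly all actives have a fitted effect of over 50% in size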
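Following overnight plating at 37C (600 cells/well), H1299-neo or H1299-p53A138V cells are dosed up to 46 uM. Incubation lasts 24 hr at 39C before ATP detection.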
NTMT1 inhibitor = inhibitors of human N-terminal methyltransferase NTMT1. Potency, µM (highest dose often 114 µM), for the others: at the top dose activity change, negative = inhibition, hits mostly inhibitors. 59,000 tested, 2.5% active. AID 1645870. NTMT1 MTase-Glo SAH luminescence, purified enzyme;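 note: potency is the fitted concentration of half-maximal effect; plate controls were DMSO vehicle for no effect and no enzyme for full effect; nearly all actives have a fitted effect of over 65% in size; many of its hits are not listed in these tables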
* hit, by the source's call; ? = inconclusive; . = not tested or not shown; [ ] = dose if it differs, or a comment. Calls come from the whole dose curve; as a rule, active = well fitted curve in the direction sought with a large enough effect; inconclusive = small, poorly fitted or top-dose-only effect, or another doubt; inactive = no such curve, though single readings can be large; an effect the other way counts as inactive or inconclusive. These rows are one share of the data (hit frequency here may not be typical).

Every second line gives: PTAP-TSG101 blk	FH mod	p53null 32C kill	GALK inhibitor	B2AR arrestin ag	p53null 39C kill	NTMT1 inhibitor
CCOc1ccccc1NC(=O)C(=O)NCC(c1cccnc1)N1CCN(c2ccccc2)CC1 (stereo not drawn)
→ -2.8%	?	-2.2%	?	-1.1%	-8.0%	-4.2%
CN1CCc2c(sc3c2C(=O)NC(c2ccc(OC(=O)c4ccccc4)cc2)N3)C1 (stereo not drawn)
→ 9.9%	-20.3%	-19.5%	2.3%	0.8%	-29.3%	?
CCOC(=O)c1c(C)oc2ncnc(Nc3cccc(C(F)(F)F)c3)c12
→ 1.5%	4.4%	?	0.0%	-1.3%	-2.6%	6.3%
COc1cc(-c2noc(CN3CCN(c4ccccc4)CC3)n2)cc(OC)c1OC
→ -0.6%	-22.4%	-9.2%	5.4%	0.4%	-16.7%	-9.2%
Cc1ccc(SCc2nc(-c3ccc(C(=O)NCc4ccccc4Cl)cc3)oc2C)cc1
→ -1.4%	-11.3%	0.0%	2.6%	-0.8%	2.2%	10.2%
CCOc1ccccc1CNc1ncnc2c1nc1n2CCCC1
→ -8.7%	-2.1%	-24.6%	1.9%	1.9%	-12.9%	?
Cc1ccc2c(c1)c1c(c(=O)n(-c3ccccc3C)c(=O)n1CC(=O)NCc1ccccc1)n2C
→ 0.3%	-3.0%	-6.8%	-2.9%	0.3%	-12.9%	?
Fc1cccc(CSc2nc(NCCc3ccccc3)c3ccccc3n2)c1
→ -0.7%	-12.3%	-7.3%	-1.7%	-3.0%	4.5%	5.9%
O=c1cc(-c2ccccc2)n2c(SCc3c(F)cccc3Cl)nnc2[nH]1
→ -1.1%	?	-3.2%	-2.5%	-3.3%	15.2%	5.5%
COc1ccc(CCNC(=O)CCS(=O)(=O)c2cc(Br)cc3c2N(C(C)=O)CC3)cc1OC
→ -3.3%	-2.4%	0.0%	0.0%	-0.9%	10.5%	-18.0%

Copied from the list.
For PTAP-TSG101 blk, `CCOC(=O)c1c(C)oc2ncnc(Nc3cccc(C(F)(F)F)c3)c12` shows 1.5%
For p53null 32C kill, `CN1CCc2c(sc3c2C(=O)NC(c2ccc(OC(=O)c4ccccc4)cc2)N3)C1` (stereo not drawn) shows -19.5%
For NTMT1 inhibitor, `CCOc1ccccc1NC(=O)C(=O)NCC(c1cccnc1)N1CCN(c2ccccc2)CC1` (stereo not drawn) shows -4.2%
For p53null 39C kill, `Cc1ccc(SCc2nc(-c3ccc(C(=O)NCc4ccccc4Cl)cc3)oc2C)cc1` shows 2.2%
For FH mod, `COc1cc(-c2noc(CN3CCN(c4ccccc4)CC3)n2)cc(OC)c1OC` shows -22.4%

(listing goes on)
Every second line gives: PTAP-TSG101 blk	FH mod	p53null 32C kill	GALK inhibitor	B2AR arrestin ag	p53null 39C kill	NTMT1 inhibitor
O=C(Cn1c2ncccc2c(=O)n1-c1ccccc1)Nc1ccc(F)c(F)c1
→ 0.6%	-29.2%	-0.9%	-0.8%	0.4%	12.3%	-1.1%
COc1ccc(-n2c(SCC(=O)N3CCC(C)CC3)nc3c([nH]c4ccccc43)c2=O)cc1
→ 1.1%	6.4%	1.2%	4.4%	0.9%	22.0%	16.1%
Cc1cc(Cl)ccc1NC(=O)CN1C(=O)C(=O)c2ccccc21
→ 0.3%	-1.0%	-8.4%	0.0%	0.5%	-16.2%	3.3%
COCCCN1CN=C(NS(=O)(=O)c2ccc(NC(C)=O)cc2)NC1
→ -1.7%	3.4%	.	1.0%	-0.8%	.	4.0%
COc1ccc(C(=O)NCC(=O)OCc2cc(=O)n3nc(C4CCCCC4)sc3n2)cc1
→ -2.4%	5.8%	-7.1%	4.1%	-1.0%	-24.9%	-5.0%
COc1ccc(N2CCN(S(=O)(=O)c3ccc(CC(C)C)cc3)CC2)cc1
→ 1.7%	-6.2%	-22.8%	-11.5%	0.3%	-6.0%	6.8%
Cc1cccc(N2CCN(c3cc(C)nc4c(-c5ccc(Cl)cc5)c(C)nn34)CC2C)c1 (stereo not drawn)
→ 1.4%	4.1%	-23.6%	-11.2%	-1.1%	14.7%	-5.6%
COc1ccc(C2C=C(c3ccccc3)Nc3nc(NS(=O)(=O)c4ccccc4)nn32)cc1 (stereo not drawn)
→ -1.8%	?	2.3%	0.7%	-1.8%	1.4%	-2.2%
Cc1ccc(CNC(=O)CN2C(=O)CCn3nc(-c4ccccc4)cc32)cc1
→ -0.4%	5.5%	3.6%	3.9%	0.9%	1.0%	7.8%
CCN(CC)S(=O)(=O)c1ccc2c(c1)N(CC(=O)N(C)Cc1ccccc1)C(=O)CO2
→ -10.1%	-3.5%	0.1%	-0.9%	0.7%	-6.0%	2.2%
Cc1ccc(NC(=O)N2CCN(c3cc(-c4noc(C)n4)ccc3C)CC2)c(C)c1
→ 1.0%	11.9%	-5.5%	3.0%	-0.9%	3.8%	15.6%
CCC1CCCCN1C(=O)Cn1c(=O)oc2cc(S(=O)(=O)N3CCCCC3)ccc21 (stereo not drawn)
→ 3.9%	-6.8%	-14.2%	-3.2%	0.3%	-11.8%	7.5%
O=C(CCC1N=C2c3ccccc3N=C(SCC(=O)NCCc3ccccc3)N2C1=O)NCc1ccc(F)cc1 (stereo not drawn)
→ 0.0%	-21.6%	4.2%	1.7%	-2.3%	16.5%	-18.5%
Cc1nc(SCC(=O)Nc2ccc(C(=O)O)cc2)n[nH]1
→ 0.5%	-5.4%	-1.3%	-18.0%	-0.2%	-5.5%	8.5%
CCOc1cc(C(=O)Nc2cccc(-c3nc4ccccc4o3)c2)cc(OCC)c1OCC
→ 1.0%	.	-1.4%	1.9%	-2.2%	1.0%	.
CCOc1ccc(C(CC(=O)Nc2ccc(C(=O)OC)cc2)N2Cc3ccccc3C2=O)cc1OC (stereo not drawn)
→ -4.1%	7.2%	-1.3%	1.4%	-0.6%	5.7%	17.8%
COc1ccc(NC(=O)C2=CC(c3cccs3)=NS(=O)(=O)N2C)cc1
→ -6.6%	-11.2%	6.7%	-9.4%	-2.6%	25.8%	5.0%
CCCn1c2ccccc2c2cnn(CC(=O)NCCCN(CC)c3ccccc3)c(=O)c21
→ -1.7%	-18.0%	-8.9%	2.0%	0.2%	-12.6%	-4.3%
Cc1cccc(NC(=O)C(=O)NCC(c2ccc3c(c2)OCO3)N2CCN(C)CC2)c1C (stereo not drawn)
→ -3.8%	-3.7%	-8.2%	-0.8%	-1.5%	6.7%	-8.0%
CCOc1ccc(-c2c(C)nn3c(-c4ccccc4)c(C(=O)NCCOC)cnc23)cc1OCC
→ -5.5%	-6.4%	13.0%	3.6%	0.1%	0.4%	-5.0%
Cc1ccc(-c2nc3ncccc3o2)cc1NC(=O)COc1ccc(C(C)C)cc1
→ 0.2%	.	-12.3%	3.9%	-2.2%	-4.7%	.
Cc1ccc(CNC(=O)c2ccc3c(c2)CCN3S(=O)(=O)c2ccccc2)cc1
→ 0.1%	-14.8%	4.7%	?	-1.8%	-11.1%	-0.9%
Cc1cccc(NC(=O)Nc2cccs2)c1C
→ -4.3%	-0.1%	-25.5%	-2.7%	0.0%	-11.1%	2.0%
COc1ccc(CCNC(=O)Cn2nc(C)c3c(C)n(-c4ccc(C)cc4)nc3c2=O)c(OC)c1
→ 3.9%	-13.9%	1.8%	4.4%	0.7%	3.0%	44.7µM*
Cc1ccc(C)c(N2CCN(C(=O)CCc3c(C)nn(-c4ccc(N5CCCC5)nn4)c3C)CC2)c1
→ -3.6%	.	6.5%	2.9%	-0.1%	7.8%	.
CCOc1ccc(NC(=O)/C(C#N)=C\c2ccc(-c3ccc(Cl)cc3)o2)cc1
→ -2.6%	-3.4%	-8.7%	-1.7%	0.3%	-11.9%	15.3%
CS(=O)(=O)N1CCCc2cc(C(=O)Nc3cccc(C(F)(F)F)c3)ccc21
→ -0.9%	-20.8%	0.4%	-1.0%	-1.7%	?	-16.3%
Cc1ccccc1CNC(=O)c1ccc(Cn2c(SCc3cccc(F)c3)nc3cccnc32)cc1
→ 3.0%	-13.4%	19.4%	3.7%	0.3%	-16.7%	13.6%
COc1ccc(NC(=O)C2CCN(C3=NS(=O)(=O)C(c4ccc(C)c(C)c4)=C3C)CC2)c(OC)c1
→ 4.6%	-9.4%	-4.7%	1.0%	6.1%	17.7%	?
COc1ccccc1CSc1nc2n(n1)C(c1ccccc1)C(C(=O)Nc1ccc(C)cc1)=C(C)N2 (stereo not drawn)
→ 2.0%	9.0%	10.0%	0.0%	1.0%	-18.2%	12.3%
COc1ccc(Cl)cc1NC(=O)NCCc1c(C)nn(C)c1C
→ 0.7%	-5.5%	-4.5%	0.2%	-0.6%	3.0%	14.3%
Cc1ccc(CNC(=O)c2nn(C)c3c2CSc2ccc(C)cc2-3)cc1
→ -1.9%	-11.2%	6.0%	-5.1%	0.9%	38.6%[activator]	1.4%
CCOC(=O)c1c(Nc2ccc(OCC)cc2)nnc(-c2ccccc2)c1-c1ccccc1
→ -1.2%	-9.3%	16.3%	-1.3%	0.9%	39.2%[activator]	2.6%
Cc1cc(C)c(NC(=O)CN2C(=O)C3(SCC(=O)N3c3ccc(F)cc3)c3ccccc32)c(C)c1 (stereo not drawn)
→ -8.8%	-8.7%	-10.9%	1.6%	1.5%	?	22.7%
O=C(CSc1cn(CC(=O)N2CCCCC2)c2ccccc12)NCc1ccc(F)cc1
→ -4.7%	-13.1%	2.1%	-5.4%	0.2%	?	20.4%
CCOC(=O)c1c(C)oc2ccc(N(C(=O)Oc3ccccc3)S(=O)(=O)c3ccc(CC)cc3)cc12
→ 6.4%	-19.6%	38.9%[activator]	2.1%	0.7%	52.8%[activator]	-1.3%
CC(=O)Nc1ccc(NC(=O)CN2C(=O)CN(C)C(=O)c3ccccc32)cc1
→ -1.7%	-1.8%	-0.8%	2.7%	-3.2%	1.7%	18.8%
CC(C)Oc1ccc(CNC(=O)c2ccc3nc(SCc4ccc(F)cc4)n(C)c3c2)cc1
→ -3.9%	-0.9%	3.0%	-1.4%	?	12.7%	10.3%
COc1ccc(-c2c(C)c3ccc(O)c(CN4CCCCC4C)c3oc2=O)cc1OC (stereo not drawn)
→ 3.4%	-16.1%	-0.7%	0.0%	-0.1%	2.3%	14.7%
CCCc1nn2c(=O)cc(COC(=O)c3ccccc3NC(=O)c3cccs3)nc2s1
→ -8.4%	-11.7%	-3.5%	-1.1%	0.5%	-3.0%	1.8%

Entries of single compounds as entered above. Order of values: PTAP-TSG101 blk	FH mod	p53null 32C kill	GALK inhibitor	B2AR arrestin ag	p53null 39C kill	NTMT1 inhibitor
COc1ccc(-c2c(C)c3ccc(O)c(CN4CCCCC4C)c3oc2=O)cc1OC (stereo not drawn) is entered as 3.4%	-16.1%	-0.7%	0.0%	-0.1%	2.3%	14.7%
COc1ccc(Cl)cc1NC(=O)NCCc1c(C)nn(C)c1C is entered as 0.7%	-5.5%	-4.5%	0.2%	-0.6%	3.0%	14.3%
